KOR beta-arrestin-1: KOR agonists, beta-arrestin recruitment, primary screen, cell-based, luminescence, uHTS (AID 1777); KOR beta-arrestin recruitment, luminescence; higher % means a stronger effect; actives 0.02% (n = 280,000); one-dose activation, % at 10 µM; EC50 in µM for titrated hits; in the data active means activation above about 50%, passing the limit was not always enough; further: a part of the inactive calls stands beside numbers as strong as those of hits
NOD1 inhibition: NOD1 signaling inhibitors, primary screen, cell-based, luminescence, uHTS (AID 1578); actives 1% (n = 290,000); inhibition, % at 4 µM; hits with a dose series show EC50 in µM; NOD1-driven NF-kB luciferase reporter cells, luminescence; higher % means a stronger effect; in the data active means inhibition mostly above about 36%, no sharp cut-off; inactive means mostly below about 34%;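 further: HEK-293T reporter cells stimulated with the NOD1 agonist gamma-tri-DAP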
Siah-1 displacement: Siah-1 peptide-binding antagonists, primary screen, biochemical, fluorescence polarization, rhodamine-plectin, uHTS (AID 1817); Siah-1 / rhodamine-plectin peptide fluorescence polarization; higher % means a stronger effect; one-dose displacement, % at 20 µM; IC50 in µM for titrated hits; actives 0.02% (n = 290,000);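 active means displacement of at least 50% at 20 µM, with a fluorescence ratio check between 0.3 and a set limit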;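 further: plate controls were Siah plus tracer with DMSO for no effect and tracer alone without Siah for full effect; strong numbers were not always called active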
HIV fusion peptide: inhibitors of HIV fusion peptide binding, primary screen, biochemical, uHTS, fluorescence dequenching (AID 1986) | cell-free peptide binding, fluorescence dequenching, 30 min; higher % means a stronger effect | inhibition, % at 20 µM, or IC50 in µM where a hit was titrated | actives 0.3% (n = 290,000); in the data active means inhibition mostly above about 52%, no sharp cut-off; inactive means mostly below about 76%; further: some results filed as inactive read as strong as hits
GPR55 LPI antagonism: GPR55 antagonists blocking LPI-driven arrestin recruitment, primary screen, imaging, U2OS, beta-arrestin-GFP, LPI agonist (AID 2013); G-protein coupled receptor 55 (Homo sapiens); U2OS GPR55 beta-arrestin-GFP translocation imaging, LPI antagonism; higher % means a stronger effect; inhibition, % at 10 µM, or IC50 in µM where a hit was titrated; actives 0.13% (n = 290,000);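 active means spots per cell inhibited over 60%, with over 100 cells counted and total cytoplasm intensity under 500,000; inconclusive means wells with under 100 cells, flagged as likely toxic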;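 further: U2OS cells stably carrying GPR55 and arrestin-GFP stimulated by 5 µM LPI near EC80; imaged beta-arrestin-GFP aggregate spots per cell after agonist stimulation; plate controls were LPI-stimulated DMSO wells for no effect and DMSO wells without LPI for full effect; some results filed as inactive read as strong as hits; confirmed hits need IC50 under 10 µM and bright autofluorescent wells are also inconclusive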
GPR35 arrestin U2OS: GPR35 antagonists blocking zaprinast-driven arrestin recruitment, primary screen, imaging, U2OS, beta-arrestin-GFP, zaprinast agonist (AID 2058); actives 0.052% (n = 290,000); U2OS GPR35 beta-arrestin-GFP translocation imaging, zaprinast antagonism; higher % means a stronger effect; inhibition, % at 10 µM; hits with a dose series show IC50 in µM; G-protein coupled receptor 35 (Homo sapiens);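 active means inhibition of at least 50% with at least 30 cells and total cytoplasm GFP at most 10,000,000; inconclusive means under 30 cells or total GFP of 10,000,000 plus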
KOR beta-arrestin-2: KOR antagonists, beta-arrestin recruitment, cell-based, luminescence, uHTS (AID 1778); actives 0.091% (n = 290,000); KOR beta-arrestin recruitment, luminescence, antagonist mode; higher % means a stronger effect; inhibition, % at 10 µM, or IC50 in µM where a hit was titrated; Kappa-type opioid receptor (Homo sapiens); in the data active means inhibition above about 50%; further: strong numbers were not always called active
AID2073: inhibitors of Mint1-CaV2.2 protein interaction, biochemical, HTRF (AID 2073) | Voltage-dependent N-type calcium channel subunit alpha-1B (Homo sapiens) | actives 0.19% (n = 290,000) | one-dose inhibition, % at 20 µM; IC50 in µM for titrated hits | HTRF protein-protein interaction, Mint1-CaV2.2; higher % means a stronger effect; in the data active means inhibition mostly above about 51%, no sharp cut-off; inconclusive means no clear call, values can overlap the other calls; inactive means mostly below about 53%; further: some results filed as inactive read as strong as hits
GPR55 activation: GPR55 agonists via beta-arrestin recruitment, primary screen, imaging, U2OS cells, beta-arrestin-GFP redistribution (AID 1961). actives 0.048% (n = 290,000). G-protein coupled receptor 55 (Homo sapiens). U2OS GPR55 beta-arrestin-GFP redistribution imaging; higher % means a stronger effect. one-dose activation, % at 10 µM; EC50 in µM for titrated hits;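 active means activation above 40% with more than 50 cells counted in the well; inconclusive means wells holding fewer than 50 cells, flagged as toxic or sparse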;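 further: U2OS osteosarcoma cells stably expressing GPR55 and beta-arrestin-GFP; plate controls were DMSO negative control for no effect and LPI positive control for full effect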
Numbers without * were called inactive; ? = inconclusive; · = not tested or not shown; [ ] = another dose, or the depositor's remark. Some of the compounds tested, so the mix of outcomes need not match the whole.

Each structure is followed by: Siah-1 displacement, KOR beta-arrestin-1, KOR beta-arrestin-2, NOD1 inhibition, GPR55 LPI antagonism, GPR35 arrestin U2OS, GPR55 activation, HIV fusion peptide, AID2073
CN1/C(=C\C(=O)COC(=O)CNC(=O)c2ccc3ccccc3c2)C(C)(C)c2ccccc21
 : -2%, 3.6%, -3%, -26%, -7%, 1%, -0.2%, 10%, 8%
COc1ccccc1Sc1ccccc1/C=N/NC(N)=O
 : 14%, -1.7%, 5%, -29%, -4%, -3%, -0.6%, -0.1%, -6%
COc1cc2cc(CN(Cc3cccnc3)C(=O)Nc3ccccc3)c(=O)[nH]c2cc1OC
 : -4%, ·, -37%[20 µM], -36%, -4%, 3%, -0.1%, 2.0%, 1%
CCCn1c2ccc(C)cc2c2nnc(SCCN3CCCCC3)nc21
 : 0%, 2.9%, -18%, -13%, -2%, 2%, -0.1%, -0.3%, -16%
O=C(Nc1ccccc1)c1cc2n(n1)C(C(F)(F)F)CC(C1CC1)N2 (configuration not stated)
 : 3%, -2.4%, 4%[20 µM], -33%, -3%, 9%, 0.1%, -2.0%, 4%
COC(=O)c1c(C)[nH]c(C(=O)CSc2ncnc3sc(-c4ccccc4)cc23)c1C
 : 0%, 1.6%, -12%, -32%, 12%, -5%, -0.2%, 1.3%, -1%
O=C(CSCc1ccccc1)N1CCN(c2ccccc2)CC1
 : -3%, 2.1%, ·, -33%, 12%, -12%, -0.2%, -1.8%, -6%
O=C(CCN1C(=O)/C(=C\c2ccccc2F)SC1=S)N1CCCCC1
 : -4%, 2.6%, 10%, -24%, 4%, 0%, -0.2%, 0.4%, ?
Cc1cccc(C(=O)OCC(=O)NCc2cccs2)c1
 : 2%, 12%, -7%, -41%, 3%, -8%, -0.2%, 0.5%, -1%
Cc1cc2oc(=O)c3c(c2cc1OC(=O)c1ccco1)CCCC3
 : 2%, 19%, -10%, -18%, -1%, -17%, 0.2%, -1.2%, 2%
Cn1ccc(C(=O)NC(=S)N2CCSCC2)n1
 : 11%, -4.8%, -6%, 3%, 9%, -4%, -0.2%, -0.1%, -24%
CCOc1cccc(C2c3c(oc4ccccc4c3=O)C(=O)N2c2ccccn2)c1 (configuration not stated)
 : 2%, -1.9%, 4%, -3%, -9%, -5%, 0.2%, -0.1%, 5%
CCOC(=O)c1ccc2c(c1)NC(=O)C(N1CCN(c3ccc(OC)cc3)CC1)S2 (configuration not stated)
 : -5%, -0.7%, -9%, -11%, -10%, -27%, -0.1%, 1.5%, 6%
COc1ccc(C2/C(=C(/O)c3ccccc3)C(=O)C(=O)N2c2ccccn2)cc1 (configuration not stated)
 : 4%, -4.0%, 12%[20 µM], -14%, -21%, 3%, -0.2%, 2.0%, 10%
COc1ccc(NC(=O)/C=C/c2cccc(F)c2)cn1
 : 4%, -0.6%, 20%, -78%, 8%, -1%, 0.5%, 24%, -4%
CCOc1ccc(N(C(=O)c2snc(C(N)=O)c2N)C(C(=O)NCC2CCCO2)c2ccco2)cc1 (configuration not stated)
 : 4%, -0.7%, -47%, -19%, 14%, 12%, -0.1%, 1.4%, 17%
COc1ccc(C(=O)CSc2nc3nc(C)cc(C)n3n2)cc1OC
 : 1%, 4.8%, -30%, -7%, -16%, 0%, 0.3%, 0.8%, 1%
Cc1ccc(N2C(=O)CSC2c2c(F)cccc2Cl)cc1 (configuration not stated)
 : 0%, -5.5%, -7%, -4%, -9%, 18%, 0.3%, -1.6%, -10%
Cc1ccc2c(c1)N(C(=O)CCC(=O)NCc1cccnc1)CCO2
 : 4%, -7.4%, -27%[20 µM], -21%, 8%, -10%, 0.0%, -0.7%, 1%
CC(C(=O)NCc1cccc(Cl)c1)N1C(=O)c2ccccc2C1=O (configuration not stated)
 : 2%, 3.9%, -38%, -28%, 7%, 8%, -0.2%, -0.3%, 3%
COCCCNC(=S)N/N=C/c1ccc(N(C)C)cc1
 : 6%, -3.2%, 2%, -12%, -2%, 6%, 0.0%, -2.1%, -9%
CC(C)(C)S(=O)(=O)c1cnc(-c2ccccn2)nc1N
 : -2%, ·, -4%, -6%, -2%, -2%, -0.3%, -1.6%, 18%
Cc1ccccc1C(=O)N/N=C/c1cccc2ccccc12
 : 3%, -5.4%, -5%, -11%, 7%, 2%, 0.2%, 1.5%, 6%
Cc1ccc(C)c2[nH]c(=O)c(CCNS(=O)(=O)c3ccccc3)cc12
 : -1%, -2.4%, 3%, -44%, -4%, -2%, 0.3%, -0.6%, 4%
Cc1cccc(NC(=O)CCS(=O)(=O)c2ccc3c(c2)oc(=O)n3C)c1
 : 1%, 2.7%, -20%, -19%, 17%, 18%, 0.0%, 0.9%, 0%
COC(=O)CC1COc2ccccc2N1C(=O)c1ccc(Cl)cc1 (configuration not stated)
 : 0%, -0.5%, 6%, 14%, 5%, -11%, -0.1%, -3.0%, -4%
COc1ccc(NC(=O)c2cc(-c3cc(Cl)ccc3O)n[nH]2)c(OC)c1
 : 0%, 2.2%, -22%, -3%, 53%, -19%, -0.1%, -3.5%, 13%
COc1ccc(CC(=O)Nc2ccccc2C(=O)N2CCOCC2)cc1
 : -2%, -2.2%, -3%, -29%, 3%, 2%, 0.0%, 1.6%, 4%
S=C(c1ccc(Cl)cc1)N1CCN(Cc2ccccc2)CC1
 : -4%, 0.6%, 1%[20 µM], 3%, -3%, 6%, -0.1%, 1.2%, -6%
C#CCOc1ccc(Br)cc1/C=N/O
 : 3%, 3.1%, 4%, -7%, -3%, -10%, 0.3%, -0.2%, 1%

Going on with the list:
Each structure is followed by: Siah-1 displacement, KOR beta-arrestin-1, KOR beta-arrestin-2, NOD1 inhibition, GPR55 LPI antagonism, GPR35 arrestin U2OS, GPR55 activation, HIV fusion peptide, AID2073
O=C(Cn1c(CO)nc2ccccc21)NCc1ccc2c(c1)OCO2
 : 9%, ·, ·, -2%, -1%, -9%, -0.1%, -0.2%, 10%
COc1ccc(C(=O)NC(C(=O)NCCc2ccc3c(c2)OCCO3)C(C)C)cc1 (configuration not stated)
 : 6%, -5.6%, -8%, -12%, 13%, -6%, 0.6%, 0.3%, -6%
COc1ccc(CC(=O)Nc2c(C(=O)N3CCN(c4ccccc4)CC3)oc3ccccc23)cc1OC
 : 7%, -1.9%, -6%, -26%, -1%, 1%, -0.2%, -1.5%, 9%
CCCS(=O)(=O)N1CCC(Cc2ccc(OC)cc2)(C(=O)OCC)CC1
 : 8%, ·, -18%[20 µM], -32%, 13%, 9%, -0.1%, -0.7%, 21%
CCn1c(SCc2nc(-c3ccc(Cl)cc3)no2)nnc1-c1ccco1
 : 0%, -2.3%, -5%, -10%, 14%, -10%, -0.1%, 3.9%, 8%
CCn1c(O)c(/C=N/N=C/c2ccc(OC)cc2)c2cc(C3=NNC(=O)CC3)ccc21
 : -2%, 31%, -37%, -5%, -1%, -4%, -0.3%, 18%, -22%
Cc1cc(NS(=O)(=O)c2ccc(NC(=O)CCCOc3ccccc3C)cc2)no1
 : 5%, -1.9%, 16%, -3%, 3%, -11%, -0.2%, 3.1%, 2%
CCOC(=O)C1CCN(C(=O)CCS(=O)(=O)c2ccc3c(c2)CCN3C(=O)CC)CC1
 : 20%, 2.7%, -24%, -19%, 17%, -1%, 0.2%, 0.2%, -3%
CC(=O)c1ccc(OCC(O)CN2CCN(CCN3C(=O)c4cccc5cccc(c45)C3=O)CC2)cc1 (configuration not stated)
 : 0%, 2.8%, 0%, -47%, 16%, -6%, 0.3%, 1.3%, 1%
O=C(Nn1cnc2ccccc2c1=O)c1ccc(Cl)c([N+](=O)[O-])c1
 : 9%, -3.1%, 12%, -7%, 8%, 4%, 0.0%, -1.3%, 7%
COc1ccc(C2SCC(=O)N2CCc2ccc(OC)c(OC)c2)cc1 (configuration not stated)
 : 8%, ·, -82%[20 µM], 23%, 6%, 2%, 0.1%, 0.1%, -2%
O=C(COc1ccc(Br)cc1Cl)NC1CCCCC1
 : 16%, 1.2%, ·, -47%, 6%, -5%, 0.2%, 0.9%, 0%
NC(=O)SC/C(=N\S(=O)(=O)c1ccccc1)Nc1ccccc1
 : 4%, 0.4%, -22%, -12%, 3%, -4%, -0.2%, 1.6%, 37%
CCOC(=O)Cc1csc(NC(=O)c2ccc3c(c2)OCO3)n1
 : -1%, -1.4%, 31%, -16%, 9%, -14%, -0.1%, 0.3%, 4%
Cc1ccc(C(=O)NC(=S)Nc2cc(C(F)(F)F)ccc2Cl)cc1
 : -6%, 1.1%, 49%, 19%, -4%, 0%, 1.0%, -0.4%, -24%
Cc1cc(C)nc(/N=C2\NC(=O)CC(C(=O)O)N2c2ccc(Oc3ccccc3)cc2)n1 (configuration not stated)
 : 1%, -2.3%, 4%, -7%, 18%, -12%, 0.0%, 4.0%, 2%
CCSc1ncccc1C(=O)N[C@@H](CCSC)C(=O)OC
 : 6%, 3.5%, -3%, -3%, 2%, -5%, 0.2%, 0.3%, -2%
COc1cccc(C(c2nnnn2C(C)(C)C)N2CCN(C3CCCCC3)CC2)c1OC (configuration not stated)
 : 1%, -0.1%, 4%, -4%, 12%, 17%, -0.3%, 4.7%, -5%
COc1ccc(CCN=C(C)C2=C(O)C(c3ccccc3)OC2=O)cc1OC (configuration not stated)
 : -1%, -7.7%, -3%, -17%, 12%, -21%, 1.8%, -1.3%, -10%
Cc1nc(N2CCN(c3ccccn3)CC2)c2c(C)c(C(=O)Nc3ccc(F)c(Cl)c3)sc2n1
 : -2%, 2.1%, -56%, -3%, 6%, 1%, 0.3%, 0.5%, 43%
CCOC(=O)C1=C(C)N(c2ccc(OC)cc2)C(=O)/C1=C\c1cccs1
 : 1%, 0.6%, -53%, -42%, -2%, 4%, -0.1%, 2.6%, 9%
COC(=O)C1=C(C)N(c2ccc(C)c(C)c2)/C(=C/c2cccs2)C1=O
 : 7%, -0.2%, 4%, -28%, -32%, 12%, -0.1%, -0.4%, -1%
COc1ccc(C)cc1S(=O)(=O)n1nc(C)cc1C
 : 2%, -1.6%, 6%, -30%, 2%, -8%, 0.6%, -0.9%, 2%
NC(=O)c1ccc[n+](CC(=O)c2ccc(Cl)c(Cl)c2)c1
 : -2%, -0.1%, -16%, 0%, -1%, 1%, 0.0%, 2.4%, -3%
CC(C)C(NC(=O)OCc1ccccc1)C(=O)NCC(=O)OC(C)(C)C (configuration not stated)
 : 1%, 2.6%, -4%, 22%, -8%, -12%, -0.3%, 0.2%, -3%

High-throughput results as filed in PubChem.
